KB-V1 cytotox – KB-V1 MDR subline cytotoxicity. KB-V1 MDR cells viability, CellTiter-Glo, 72 h. Potency, µM (top dose mostly 46.1 µM), inactives show at the highest dose activity change, negative = cytotoxicity, hits mostly cytotoxic. actives 3.4% (n = 400,000); also: potency is read from the fitted curve at half-maximal effect; % is scaled to controls: 0 for no effect and ±100 for the full control effect; nearly all actives have a fitted effect of over 60% in size
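Cells of the MDR subline KB-V1 are plated, dosed with compound at multiple concentrations, and incubated 72 h at 37 degrees C; CellTiter-Glo is then added and luminescence read after 10 min.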
ATXN2 expr inh – inhibitors of ATXN2 expression | HEK-293 ATXN2-luciferase reporter, luminescence, 24 h | Potency, µM (highest dose often 57 µM), for inactives: top-dose activity change, negative = inhibition, most hits filed as inhibitors | actives 0.72% (n = 360,000) | AID 1745845; also: potency is read from the fitted curve at half-maximal effect; % is scaled to controls: 0 for no effect and ±100 for the full control effect; nearly all actives have a fitted effect of over 55% in size
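qHTS (up to 57 uM final) was run with 24 h compound exposure of reporter cells at 37 °C. Each well was multiplexed: SteadyGlo luminescence measured ATXN2-luciferase expression after a fluorogenic Gly-Phe-AFC viability readout (25 uM final).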
SW480 rerep – DNA re-replication induction in SW480 cells; actives 1.8% (n = 340,000); SW480 DNA re-replication, Hoechst DNA content imaging, 48 h; Potency, µM (doses to about 46.1 µM), without a hit: at the top dose re-replication activation, usual class: activators; also: potency is read from the fitted curve at half-maximal effect; % of control where 0% means no effect; nearly all actives have a fitted effect of over 55% in size
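Hoechst fluorescence of nuclei (405 nm excitation, 500-530 nm emission) measured by plate-scanning imager after 48 hr compound exposure at 37 C; re-replication scored as increased number of nuclei with elevated intensity.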
IL-1B inflam inh – inhibitors of inflammasome signaling (IL-1 beta secretion); THP-1 LPS/ATP IL-1B secretion, AlphaLISA, 16 h; hits give low values; activity change, % at 57.5 µM; actives 4.7% (n = 360,000); AID 743279; in the data active = activity change below about -50%; inconclusive = mostly about -30% to -49%; also: % is scaled to controls: 0 for no effect and ±100 for the full control effect
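THP-1 cells pretreated 1 hr with compounds (up to 57.5 uM final), then stimulated with LPS (250 ng/mL final) plus ATP (1.25 mM final); secreted IL-1B measured by AlphaLISA after 16 hr, decreased signal indicating inhibition.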
WRN helicase inh – inhibitors of human WRN helicase. Q14191. WRN helicase unwinding, fluorescent forked duplex, kinetic. Potency, µM (series often up to 114 µM), for the others: at the top dose activity change, negative = inhibition, usual class: inhibitors. actives 0.46% (n = 360,000); also: potency is read from the fitted curve at half-maximal effect; % is scaled to controls: 0 for no effect and ±100 for the full control effect; nearly all actives have a fitted effect of over 55% in size
Target sequence (Q14191 whole entry, looked up): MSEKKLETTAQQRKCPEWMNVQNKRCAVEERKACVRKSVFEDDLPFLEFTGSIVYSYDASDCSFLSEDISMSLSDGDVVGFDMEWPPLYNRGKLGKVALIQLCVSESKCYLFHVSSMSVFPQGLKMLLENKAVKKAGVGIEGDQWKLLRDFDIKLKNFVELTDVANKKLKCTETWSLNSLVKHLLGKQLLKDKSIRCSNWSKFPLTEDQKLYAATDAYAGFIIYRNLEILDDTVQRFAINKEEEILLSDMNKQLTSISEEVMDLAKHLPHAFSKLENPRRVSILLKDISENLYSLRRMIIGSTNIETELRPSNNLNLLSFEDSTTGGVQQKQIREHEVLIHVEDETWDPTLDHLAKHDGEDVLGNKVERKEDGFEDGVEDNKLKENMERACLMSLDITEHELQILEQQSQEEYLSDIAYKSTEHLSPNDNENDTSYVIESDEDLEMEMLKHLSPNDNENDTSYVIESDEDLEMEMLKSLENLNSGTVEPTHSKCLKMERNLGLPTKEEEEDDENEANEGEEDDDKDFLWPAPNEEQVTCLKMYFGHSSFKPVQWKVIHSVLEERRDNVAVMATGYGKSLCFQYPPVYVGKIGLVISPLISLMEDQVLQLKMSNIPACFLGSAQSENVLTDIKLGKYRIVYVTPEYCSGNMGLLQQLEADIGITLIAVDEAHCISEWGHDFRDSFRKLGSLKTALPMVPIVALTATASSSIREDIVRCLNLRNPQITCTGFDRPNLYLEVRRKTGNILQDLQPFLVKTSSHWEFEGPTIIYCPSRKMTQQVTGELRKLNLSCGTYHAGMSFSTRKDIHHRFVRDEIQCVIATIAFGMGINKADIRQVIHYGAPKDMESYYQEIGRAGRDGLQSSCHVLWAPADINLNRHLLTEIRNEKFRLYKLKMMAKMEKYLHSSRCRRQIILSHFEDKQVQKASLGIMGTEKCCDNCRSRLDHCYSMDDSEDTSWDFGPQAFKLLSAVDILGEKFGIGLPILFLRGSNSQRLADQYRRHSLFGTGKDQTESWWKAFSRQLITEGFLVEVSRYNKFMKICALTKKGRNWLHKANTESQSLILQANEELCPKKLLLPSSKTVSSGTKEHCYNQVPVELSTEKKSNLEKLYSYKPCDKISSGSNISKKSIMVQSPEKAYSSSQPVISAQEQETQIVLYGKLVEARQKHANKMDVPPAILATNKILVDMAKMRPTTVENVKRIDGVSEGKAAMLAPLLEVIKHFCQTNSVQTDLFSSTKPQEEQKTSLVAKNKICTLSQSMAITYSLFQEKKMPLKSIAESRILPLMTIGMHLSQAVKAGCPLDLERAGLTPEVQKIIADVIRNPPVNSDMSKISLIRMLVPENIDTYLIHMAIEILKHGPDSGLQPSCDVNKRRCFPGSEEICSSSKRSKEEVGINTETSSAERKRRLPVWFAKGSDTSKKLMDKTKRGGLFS
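WRN at 20 nM final was preincubated with compound for 15 min at room temperature; reaction started with 100 nM forked duplex oligonucleotide carrying fluorophore and quencher plus 2 mM ATP (final). Unwinding followed kinetically by red fluorescence (ex 525/em 598 nm).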
HT1080 IDH1KD tx – kills HT-1080 cells with IDH1 knockdown; AID 686971; HT-1080 IDH1 knockdown viability, ATP luminescence, 48 h; Potency, µM (titrated, usually from 46.1 µM), for the others: at the highest dose activity, negative = toxicity, actives largely listed as cytotoxic; actives 2% (n = 360,000);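 also: potency is read from the fitted curve at half-maximal effect; 0% = DMSO wells and -100% = cell-free medium wells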
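Luminescent ATP read-out (CellTiter-Glo, 10 min at room temperature) after 48 h compound exposure at 37 °C gave viability of IDH1-knockdown HT-1080 cells. Activity was normalised to DMSO and cell-free wells, then fitted as concentration-response curves.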
MCF10A rerep – induces DNA re-replication in MCF 10a normal breast cells; MCF 10A DNA re-replication, Hoechst nuclear intensity, 48 h; actives 2.9% (n = 350,000); AID 624296; Potency, µM (top dose mostly 46.1 µM), inactives show at the highest dose activity, positive = re-replication, usual class: activators; also: potency is read from the fitted curve at half-maximal effect; % of control where 0% means no effect; nearly all actives have a fitted effect of over 50% in size
HT1080-NT tox – kills 2HG-producing HT-1080-NT fibrosarcoma cells; HT-1080-NT fibrosarcoma viability, CellTiter-Glo ATP luminescence, 48 h; Potency, µM (doses to about 46.1 µM), without a hit: at the top dose activity, negative = less viability, most hits filed as cytotoxic; actives 1.6% (n = 360,000); AID 686970;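 also: NT is the 2HG producing partner of a matched IDH1 knockdown line; potency is read from the fitted curve at half-maximal effect; 0% = DMSO-treated cells and -100% = media-only wells without cells; nearly all actives have a fitted effect of over 55% in size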
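Compounds were tested in concentration-response format on HT-1080-NT cells for 48 hours at 37 degrees C. Cell viability came from CellTiter-Glo luminescence; curves were classified by r2, response magnitude and activity.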
KB-3-1 tox – KB-3-1 parental cell cytotoxicity; KB-3-1 viability, CellTiter-Glo ATP luminescence, 72 h; Potency, µM (titrated, usually from 46.1 µM), for inactives: at the top dose activity change, negative = cytotoxic, hits mostly cytotoxic; actives 1.4% (n = 400,000); AID 1347075; also: potency is read from the fitted curve at half-maximal effect; % is scaled to controls: 0 for no effect and ±100 for the full control effect; nearly all actives have a fitted effect of over 60% in size
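Here the drug-naive KB-3-1 line serves as comparator for MDR sub-line selectivity; cells received compound titrations, 72 h at 37 °C, then CellTiter-Glo readout.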
Starred values were filed as active, the others as inactive; ? = inconclusive; / = not tested or not shown; [ ] = remark or other dose. Unless noted, calls follow the shape of the dose curve; as a rule, active = well fitted curve in the direction sought with a large enough effect; inconclusive = small, poorly fitted or top-dose-only effect, or another doubt; inactive = no such curve, though single readings can be large; an effect the other way counts as inactive or inconclusive.

mol	KB-V1 cytotox	ATXN2 expr inh	SW480 rerep	IL-1B inflam inh	WRN helicase inh	HT1080 IDH1KD tx	MCF10A rerep	HT1080-NT tox	KB-3-1 tox
COc1cc2[nH]c(=S)n(C3CCN(Cc4ccccc4)CC3)c(=O)c2cc1OC	?	-21%	-4%	23	4%	5%	-1%	4%	0%
O=C(/C=C\c1ccccc1OC(=O)c1ccccc1F)c1cc2ccccc2o1	?	55%[activator]	5%	-104*	-20%	?	?	16µM*	-28%
Cc1ccc(OCC(=O)OC(C)C(=O)NC2CCCCC2C)cc1C (stereo unspecified)	-12%	-13%	1%	19	5%	-15%	2%	2%	5%
Nc1nc2ccccc2nc1N1CCCC1	-34%	9%	-9%	-11	-2%	-9%	-4%	0%	-1%
Nc1ccc2c(c1)C(=O)N(CCCC(=O)O)C2=O	16%	-4%	-6%	0	2%	6%	12%	13%	1%
CC(Sc1nnc(-c2cccs2)n1-c1ccccc1)C(=O)NCc1ccc2c(c1)OCO2 (stereo unspecified)	8.2µM*	-6%	13%	-3	-35%[57.1 µM]	-1%	-11%	-1%	-13%
O=C(C1CCCN1S(=O)(=O)c1cccc2cccnc12)N1CCn2c1nc1ccccc12 (stereo unspecified)	-1%	18%	-2%	-12	0%	0%	29%	-1%	1%
COc1ccc(NC(=S)N(Cc2cccnc2)Cc2ccco2)cc1	?	-3%	-10%	20	3%	12%	-3%	15%	-4%
CCCN(C1CCS(=O)(=O)C1)S(=O)(=O)c1cc(OC)ccc1OC (stereo unspecified)	?	-7%	7%	0	-9%	-3%	1%	-4%[9.24 µM]	-11%
CCOC(=O)c1c(NC(=O)Cn2cnc([N+](=O)[O-])n2)sc2c1CCC(C)C2 (stereo unspecified)	-5%	-4%	2%	?	4%	?	2%	?	2%
O=C(CCN1C(=O)c2ccccc2C1=O)N1CCN(c2ccccc2)CC1	8%	3%	-13%	0	5%	2%	-2%	1%	?
CN(C)CCCN(C(=O)c1ccc(S(=O)(=O)N2CCc3ccccc3C2)cc1)c1nc2c(F)cc(F)cc2s1	-5%	-11%	3.7µM*	?	-3%	-8%	15%	-23%	8%
O=C(CN(c1ccccc1)S(=O)(=O)c1ccccc1[N+](=O)[O-])Nc1cccnc1	1%	38%	?	13	5%	9%	3%	4%	-7%
NC(=O)CN1CCOCCOCCOCCOCCOCC1	26%	-3%	-1%	25	9%	0%	3%	-2%	11%
CCOc1ccc2nc(Nc3nc4ccc(NC(C)=O)cc4s3)sc2c1	?	3%	18µM*	0	6%	?	?	-21%	6%
CCCCNC(=O)c1ccc(C)c(NC(=O)C2=C(C)OCCS2)c1	13%	-21%	-2%	7	6%	-13%	8%	-8%	-4%
Cc1ccc(/C=N/Nc2nc(Cl)c(Cl)cc2Cl)s1	10%	76%[activator]	1%	1	-7%	2%	4%	8%	1%
CCOc1ccc(CCNC(=O)CN2C(=O)NC3(CCCc4ccccc43)C2=O)cc1OCC (stereo unspecified)	4%	5%	-50%[inhibitor]	0	2%	0%	4%	-9%	-7%
CCOc1ccc(NC(=O)/C=C/c2ccccc2)c([N+](=O)[O-])c1	?	27%	?	-21	1%	-32%	-2%	-25%	?
CCOc1ccc(NC(=O)C2CCCN(c3nn4c(=O)cc(C)nc4s3)C2)cc1 (stereo unspecified)	7%	/	-9%	3	0%	-7%	1%	10%	3%
O=[N+]([O-])c1cccc(NC(=S)N2CCc3ccccc3C2)c1	17%	-8%	-33%[inhibitor]	-13	-11%	-1%	6%	-4%	-1%
COc1ccc(/C=C/c2ccc3cccc(O)c3n2)c(OC)c1OC	-5%	/	?	-91*	-9%	?	1.6µM*	?	-19%
CCc1nc2oc(C(=O)c3ccccc3)c(N)c2c2c1COC(C)(C)C2	3%	0%	-1%[9.22 µM]	18	3%	9%	?	?	17%
CCOc1cc(CNCCCN2CCOCC2)ccc1OCC(=O)NC(C)(C)C	10%	-8%	5%	10	12%	0%	3%	3%	-4%
CC(C)c1ccc(NC(=O)[C@@H]2CCC(=O)N2C2OC(=O)c3ccccc32)cc1 (stereo partly specified)	0%	42%[activator]	-20%	13	0%	6%	-5%	1%	0%
O=C(Nc1ccc(C(=O)N2CCOCC2)cc1)c1cc(-c2cccnc2)nc2ccc(Br)cc12	-13%	?	?	-53*	-1%	-25%	-1%	-29%	?
Cc1c(NS(=O)(=O)c2ccc(N3CCN(C)CC3)c([N+](=O)[O-])c2)c(=O)n(-c2ccccc2)n1C	-11%	-26%[11.3 µM]	-3%	-9	-32%	-10%	-2%	6%	0%
O=S(=O)(c1ccc(S(=O)(=O)N2CCN(C/C=C/c3ccccc3)CC2)cc1)N1CCCC1	0%	-18%	0%[9.22 µM]	13	-3%	?	-5%	?	24%
CC(C)C[C@H]1CN=C(Nc2ccccc2)N1CC1CCCCC1	1%	-6%	5%	?	5%	11%	-7%	5%	-10%
CC(C)CNC(=O)C(=O)Nc1cc2c3c(c1)CCC(=O)N3CCC2	0%	/	-9%	-10	9%	0%	12%	-2%	0%

Next part.
mol	KB-V1 cytotox	ATXN2 expr inh	SW480 rerep	IL-1B inflam inh	WRN helicase inh	HT1080 IDH1KD tx	MCF10A rerep	HT1080-NT tox	KB-3-1 tox
Cc1ccc(-n2c(-c3ccncc3)n[nH]c2=S)cc1C	?	4%[11.3 µM]	-1%	15	-8%	7%	0%	3%	24%
O=C(OC(c1ccccc1)c1nccc2ccccc12)c1cc([N+](=O)[O-])cc([N+](=O)[O-])c1 (stereo unspecified)	8.2µM*	2%	?	-1	-3%	-14%	?	-10%	25%
CCOC(=O)C(C)c1ccc2cc(OC)ccc2c1 (stereo unspecified)	8%	2%	-1%	-7	2%[57.1 µM]	12%	-4%	14%	-4%
Cc1ccccc1Nc1nc(N)nc(COC(=O)c2ccco2)n1	0%	48%[activator]	-3%	3	-10%	-3%	8%	-4%	0%
COC(=O)c1c(C)c(OC(=O)c2c(C)cc(O)c(C=O)c2O)cc(C)c1O	0%	-4%	5%	7	-6%	1%	-54%[inhibitor]	1%	?
COc1ccc(NC(=O)CCCc2nnc3n(C)c(=O)c4sccc4n23)cc1	9%	/	-13%	8	-3%	9%	1%	8%	-1%
Cc1cc(C(=O)N/N=C/c2cc(Cl)cc([N+](=O)[O-])c2O)n[nH]1	16%	-10%	5%	18	6%	-29%	13%	-15%	-4%
O=C(COC(=O)c1ccc2ccccc2n1)Nc1ccccc1Br	6%	-3%	6%	30	-3%	3%	-3%	-2%	-9%
CCNC(=S)Nc1ccc2c(c1)c(=O)n(C)n2-c1ccc(C(C)(C)C)cc1	-2%	-16%	/	7	-8%	?	/	-27%	?
COc1ccc(-c2ccc(CCC(=O)O)n2-c2cc(OC)ccc2OC)cc1	?	/	/	32	10%	?	/	23µM*	?

Source: PubChem BioAssay
